High-throughput results: PubChem, several laboratories
ABCB6 inh MLPCN = inhibitors of human ABC transporter ABCB6; Q9NP58; K562-ABCB6 porphyrin accumulation, flow cytometry, 1 h; stronger effect = lower value; fluorescence ratio to DMSO, % at 10 µM; actives 0.19% (n = 360,000); AID 602162;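 active = fluorescence ratio to DMSO below 75%, the collection mean minus 3 SD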;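 also: signal is porphyrin accumulated inside mitochondria; 100% equals median channel fluorescence of DMSO control wells; lower ratio means ABCB6 inhibition with less porphyrin fluorescence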
Target sequence (Q9NP58 whole entry, looked up): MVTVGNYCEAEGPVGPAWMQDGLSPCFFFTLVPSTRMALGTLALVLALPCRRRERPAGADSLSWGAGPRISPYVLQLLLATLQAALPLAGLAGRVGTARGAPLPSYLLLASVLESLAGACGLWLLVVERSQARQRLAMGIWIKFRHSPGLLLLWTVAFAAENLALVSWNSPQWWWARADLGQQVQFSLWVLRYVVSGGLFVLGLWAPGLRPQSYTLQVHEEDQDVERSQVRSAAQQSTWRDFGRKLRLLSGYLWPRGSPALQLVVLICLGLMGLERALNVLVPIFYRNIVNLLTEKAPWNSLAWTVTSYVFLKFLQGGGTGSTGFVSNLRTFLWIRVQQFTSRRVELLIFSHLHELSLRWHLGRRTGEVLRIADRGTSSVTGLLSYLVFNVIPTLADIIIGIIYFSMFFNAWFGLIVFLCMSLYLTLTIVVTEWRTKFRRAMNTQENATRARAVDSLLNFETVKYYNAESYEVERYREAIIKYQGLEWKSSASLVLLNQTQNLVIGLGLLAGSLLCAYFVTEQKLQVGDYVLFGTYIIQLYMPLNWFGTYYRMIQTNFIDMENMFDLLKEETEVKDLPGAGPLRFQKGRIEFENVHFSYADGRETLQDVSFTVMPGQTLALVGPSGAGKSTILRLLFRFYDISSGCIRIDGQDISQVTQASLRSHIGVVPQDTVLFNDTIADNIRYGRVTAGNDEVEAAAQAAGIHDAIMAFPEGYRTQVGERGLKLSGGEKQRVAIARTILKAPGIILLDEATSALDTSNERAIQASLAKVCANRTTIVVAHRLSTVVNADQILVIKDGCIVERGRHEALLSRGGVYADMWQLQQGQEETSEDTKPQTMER
MC4R antag cAMP = blocks human MC4R cAMP signaling; actives 0.48% (n = 360,000); P32245; MC4R-expressing cells, MTII-stimulated cAMP, LANCE TR-FRET; inhibition, % at 6.5 µM;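 active = inhibition above its plate's cutoff, the mean of tested wells on that plate plus 3 SD, cut at about 29% in these data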;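 also: 0% = Melanotan II alone and 100% = Melanotan II plus saturating MCL0020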
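Test system: U2OS cells stably expressing human melanocortin 4 receptor (MC4R); also added: Melanotan II challenge; compound: 6.5 µM single dose; timing: 30-min compound preincubation, 1-h Melanotan II challenge, 1-h detection, room temperature; signal: Eu-cAMP/anti-cAMP TR-FRET, emission 671 nm; repeats: one well per compound, no replicates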
m5-HT2A agonist = activates the mouse 5-HT2A serotonin receptor; P35363; CHO-K1 mHTR2A beta-arrestin complementation, luminescence; percent of 30 µM serotonin response; activation, % at 7.6 µM; actives 0.66% (n = 360,000);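 active = activation above a run cutoff, the mean activation of all tested compounds plus 3 SD, cut at about 14% in these data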;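 also: 0% = plate median of compound wells and 100% = 30 µM serotonin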
ABHD5-PLIN5 inh = blocks binding of human ABHD5 to perilipin-5; Q00G26+Q8WTS1; Split G. princeps luciferase complementation, luminescence, 4 h; inhibition, % at 4 µM; actives 0.78% (n = 360,000);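 active = inhibition above the mean inhibition across every tested compound plus 3 SD, cut at about 22% in these data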;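 also: 0% = DMSO only wells and the 100% control is not disclosed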
H9c2 protect = protects H9c2 cardiomyocytes from peroxide injury; H2O2 injury protection, ATPLite, 2 h; protection from H2O2 cell death, % at 20 µM; actives 0.63% (n = 360,000); AID 588492;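 active = compounds giving at least 50% protection of heart cells from peroxide-induced death in the single-dose screen, raw or plate-pattern-corrected value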;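 also: 0% = DMSO wells with peroxide and 100% = DMSO wells without peroxide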
TLR9-MyD88 inh = TLR9-MyD88 interaction inhibition; actives 0.21% (n = 340,000); AID 504734; CHO BLA complementation TLR9-MyD88, CCF4 FRET ratio; Q9NR96+Q99836; inhibition, % at 4.98 µM;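 active = inhibition above the mean over all tested compounds plus 3 SD, cut at about 21% in these data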;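 also: 0% = DMSO only wells and 100% = clavulanate BLA inhibitor control wells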
NOD2-RIPK2 inh = NOD2-RIPK2 protein interaction inhibition; actives 0.38% (n = 360,000); CHO BLA complementation NOD2-RIPK2, CCF4 ratio; inhibition, % at 4.98 µM; AID 624267; in the data active = inhibition above about 21%;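 also: 0% = vehicle only and 100% = reference blocker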
MC4R ag barr = human MC4R agonism via beta-arrestin; P32245; U2OS MC4R beta-arrestin complementation, luminescence; percent of melanotan II response, DMSO zero; activation, % at 8.9 µM; actives 0.98% (n = 360,000);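 active = activation above a per-plate cutoff, the mean activation of sample wells on that plate plus 3 SD, cut at about 8% in these data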
NCOA2 inhibitor = inhibits human steroid receptor coactivator 2. Q15596. HEK293 GAL4-SRC2 luciferase reporter, luminescence. inhibition, % at 9 µM. actives 0.17% (n = 370,000). AID 651957;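 active = inhibition above the mean inhibition of all tested compounds plus 3 SD, set per campaign, cut at about 52% in these data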;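 also: 0% = DMSO treated cells and 100% = cells given Gossypol at 36 µM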
Glyco luc inh = blocks N-linked glycosylation in D54 reporter cells; reporter increase, % at 12.5 µM; D54 ERlucT glycosylation luciferase reporter, 24 h; percent of 100 nM tunicamycin response; actives 0.23% (n = 360,000); AID 588692;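 active = mean luciferase reporter signal, scaled so untreated is 0 and the glycosylation-blocking control 100, at or above a set limit in every replicate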;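 also: luciferase carries N-glycosylation sites so blocking glycosylation raises the light; 0% = median of neutral control wells and 100% = median of 100 nM tunicamycin wells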
* marks the source's active call; other numbers are inactive results; / = not tested or not shown.

SMILES	ABCB6 inh MLPCN	MC4R antag cAMP	m5-HT2A agonist	ABHD5-PLIN5 inh	H9c2 protect	TLR9-MyD88 inh	NOD2-RIPK2 inh	MC4R ag barr	NCOA2 inhibitor	Glyco luc inh
COc1ccc(S(=O)(=O)N2CCC3(CC2)OCCN3S(=O)(=O)c2c(C)cc(C)cc2C)cc1	90	10	-1	-6	-11	2	-22	-1.9	-15	-3
CCc1ccc(C(=O)COC(=O)c2nn(C)c(=O)c3ccccc23)cc1	97	1	5	2	-7	9	-8	1.8	8	3
NS(=O)(=O)c1cc2c(cc1Cl)NC(C(Cl)Cl)NS2(=O)=O (configuration not stated)	98	-4	-3	9	-7	1	3	-0.4	-18	6
COC(=O)c1ccc2nc(Nc3nc4ccc(F)cc4s3)sc2c1	103	6	0	-1	-16	0	4	0.0	7	-14
COc1cc(C(=O)NC2CC(C)(C)CC(C)(C)C2)ccc1OC1CCN(C(C)=O)CC1	78	4	-3	-4	0	-7	-4	-1.1	-11	1
CC(=O)C1CCC2C3CC(C)=C4CC(O)CCC4(C)C3CCC12C (configuration not stated)	94	1	1	9	0	3	-4	-0.7	-35	-1
C[C@H](CO)N1C[C@H](C)[C@H](CN(C)C(=O)Nc2ccc(C(C)(C)C)cc2)OCc2cnnn2CCCC1=O	104	6	3	5	-10	1	-1	-1.4	4	-2
CCOC(=O)c1cc(S(=O)(=O)Nc2ccc(F)cc2F)cn1C	90	-5	6	-3	-6	-4	2	-2.6	22	0
Cc1c(NC(=O)CCSc2ccc(Cl)cc2)c(=O)n(-c2ccccc2)n1C	109	0	-8	-4	7	1	0	-2.8	13	-1
O=C(c1ccccc1)C(CCC(CN1CCOCC1)C(=O)c1ccccc1)CN1CCOCC1 (configuration not stated)	81	41*	-9	58*	-19	10	30*	-1.2	-4	-19
CC(=O)NC1CC2CCCC(C1)N2C(=O)Nc1cccc(Cl)c1 (configuration not stated)	99	-2	3	1	2	5	6	1.1	4	3
CCc1ccc(NC(=O)CC2C(=O)N(c3ccc(C)cc3)C(=O)N2C2CC2)cc1 (configuration not stated)	93	12	1	3	-3	-4	1	-0.1	-4	3
COc1ccc(NC(=O)c2cc(=O)[nH]c(=O)[nH]2)cc1S(=O)(=O)Nc1ccccc1Cl	97	-10	11	3	6	-3	1	0.1	-12	3
O=C(Nc1ccc(F)cc1)C(c1ccncc1)N1CCN(CC(=O)N2CCCC2)CC1 (configuration not stated)	/	/	7	5	/	/	-13	/	9	/
N#Cc1ccc(CC(=O)c2ccccc2)[nH]c1=O	100	7	-1	-8	2	0	7	-0.4	-1	3
N#CC(=Nc1cccc(F)c1)C1=C(O)c2ccccc2C1=O	97	/	-4	-1	1	/	-10	/	-49	1
O=C(c1cccc(N2CCCC2=O)c1)N1CCN(c2cccc(Cl)c2)CC1	99	2	-7	6	-2	-1	-1	-1.1	/	18
Cc1ccc(C)c(NC(=S)c2nc3ccccc3s2)c1	100	5	6	-9	-3	-4	-16	2.0	-4	0
Cc1cc(C)c(NC(=O)CC(=O)c2ccccc2)c(Cl)c1	85	5	3	-11	3	6	6	-2.3	-50	0
Cc1cccc(C)c1OCc1cc(C(=O)N2CCCC2c2nonc2C)no1 (configuration not stated)	100	-1	14*	-1	-5	4	-2	0.9	-43	-3
O=C(COC(=O)c1cc[n+]([O-])cc1)NCC12CC3CC(CC(C3)C1)C2	100	14	-1	6	0	-9	-3	0.1	-23	-2
CCOC(=O)C1=C(C)N(c2nonc2NC(C)=O)C(N)=C(C#N)C1c1ccccc1F (configuration not stated)	87	3	-5	-4	20	1	0	-0.5	-9	0
COc1ccc(/C=N/NC(=O)c2cccc(NC(=O)c3ccccc3Cl)c2)cc1	101	-26	-3	-6	5	4	11	-0.5	-18	34*
CCOC(=O)N1CCN(CC(=O)Nc2ccc(F)c(F)c2)CC1	102	-1	2	16	0	-4	-5	-0.1	3	2
CCOC(=O)[C@H]1[C@H]2COc3ccc(C)cc3[C@@H]2N2C(=O)c3cc(Cl)ccc3NC(=O)[C@@]12C	96	8	-2	-2	13	1	6	0.7	-14	-1
Further compounds follow:
SMILES	ABCB6 inh MLPCN	MC4R antag cAMP	m5-HT2A agonist	ABHD5-PLIN5 inh	H9c2 protect	TLR9-MyD88 inh	NOD2-RIPK2 inh	MC4R ag barr	NCOA2 inhibitor	Glyco luc inh
COc1ccc(NC(=O)CCCSc2ccccc2)cc1	104	9	-3	-10	-2	1	10	1.3	7	-1
CCCCC(=O)N1CCN(c2nc3ccc(Cl)cc3s2)CC1	101	14	-5	-4	-19	-4	-5	1.4	-9	-4
CCCCCCCCNC(=O)c1cnccn1	87	-2	-1	-3	-3	7	-8	-1.3	0	0
COc1ccc(Cc2nnc(SCC(=O)N3CCCC3)o2)cc1	101	4	-1	-2	2	-1	14	-2.7	12	0
CC(C)N(C(=O)c1ccc(Cc2cn(C)c3ccccc23)nc1)C(C)C	97	0	7	-2	5	/	9	-1.2	12	-1
COC(=O)c1ccc(C(=O)OC)c(NC(=O)COC(=O)c2ccccc2OC)c1	98	9	7	6	0	-1	-6	5.0	-7	0
Cc1ccsc1CNS(=O)(=O)c1ccc(F)cc1	97	8	-1	-3	9	5	-7	-3.9	2	2
Nc1nc(Cl)nc2c1ncn2[C@H]1C[C@H](O)[C@@H](CO)O1	99	-2	2	4	-3	6	1	0.3	-41	-6
Cc1ccc(C(=O)NCC(=O)OCC(=O)c2ccc(C)c([N+](=O)[O-])c2)cc1	95	14	-1	0	-8	6	0	-1.2	3	2
O=C(CCc1ccccc1)Nc1ccc2c(c1)OCO2	102	9	6	1	-1	-7	0	-0.3	-15	1
CCCCCn1c(CN2CCN(CCO)CC2)nc2c1c(=O)n(C)c(=O)n2C	97	-1	1	-9	2	-1	3	3.2	-39	2
CCC(c1nc2ccccc2c(=O)n1CCN1CCOCC1)N1C(=O)c2ccccc2C1=O (configuration not stated)	102	8	-3	-5	0	1	-6	-0.9	6	2
COC(=O)c1scc(S(=O)(=O)C(C)(C)C)c1-n1cccc1	108	0	0	0	-5	0	-6	-1.6	8	1
COCCOc1cc(-n2ccnc2SC)c(Cl)cc1Cl	91	3	-1	1	-3	3	-5	-0.9	-2	-1
COc1cccc(-n2c(N)c(C(=O)Nc3c(C)n(C)n(-c4ccccc4)c3=O)c3nc4ccccc4nc32)c1	116	8	10	3	15	-2	1	1.0	15	4
C/C(CCc1ccc2c(c1)OCO2)=N\N=C(/N)SC1CC(=O)N(c2ccc(Cl)cc2)C1=O (configuration not stated)	104	1	-2	-9	-3	-2	-8	2.5	-19	3
CCOC(=O)c1c(-c2ccco2)csc1NC(=O)COC(=O)c1cnccn1	97	1	3	25*	0	5	2	-0.1	-5	0
Cc1ccc(NC(=O)CN2CCC(NC(=O)C3CCCCC3)CC2)c(Br)c1	100	-4	2	2	0	4	3	-0.7	-17	1
CCc1cc(C(=O)Cc2cnn(-c3ccccc3)c2)c(O)cc1O	94	-7	2	-7	-26	-16	-9	22*	-7	1
CC(/C=C1\SC(=S)N(NC(=O)c2ccccc2C)C1=O)=C\c1ccccc1	101	2	-6	-1	-4	1	4	-0.4	-8	4
CC(C)C(NC(=O)CN(c1ccc2c(c1)OCCO2)S(=O)(=O)c1ccccc1)C(C)C	96	19	-1	-4	4	-4	1	2.0	20	-3
COc1ccccc1CC(=O)Nc1cccc(C(=O)NN2C(=O)c3ccccc3C2=O)c1	97	-7	1	13	8	11	-5	-1.6	-9	1
CC(=O)Nc1ccc(NC(=O)C(NS(=O)(=O)c2ccc3c(c2)OCCO3)C(C)C)cc1 (configuration not stated)	90	8	0	-7	0	10	1	-0.4	-23	2
Cc1ccsc1/C=N/Nc1ncc(Cl)cc1Cl	86	0	-1	-5	-14	-5	4	0.2	-72	-3
CC1CCC(NC(=O)C2COc3ccccc3O2)CC1 (configuration not stated)	103	5	7	-2	1	0	-6	0.1	-60	0
CCOC(=O)N/N=C/C=C/c1ccccc1[N+](=O)[O-]	104	-11	2	-2	4	4	-5	-2.9	3	1
c1ccc(-c2nnc(N3CCCC3)nc2-c2ccccc2)cc1	101	16	-1	6	-6	-3	3	0.8	-2	-1
COc1cc(/C=C2/C(=O)NN(c3ccc(Cl)cc3)C2=O)ccc1OC(=O)c1ccco1	95	-3	-1	-3	4	4	-7	-0.1	-13	1
CCC(C)N(C(=O)c1csnn1)C(C(=O)NCc1ccc(F)cc1)c1ccccc1F (configuration not stated)	93	4	-4	0	4	4	-4	-3.0	-38	-1

Single records (already shown). Order of values: ABCB6 inh MLPCN, MC4R antag cAMP, m5-HT2A agonist, ABHD5-PLIN5 inh, H9c2 protect, TLR9-MyD88 inh, NOD2-RIPK2 inh, MC4R ag barr, NCOA2 inhibitor, Glyco luc inh
`CC1CCC(NC(=O)C2COc3ccccc3O2)CC1` (configuration not stated) in the list: 103, 5, 7, -2, 1, 0, -6, 0.1, -60, 0
`COc1ccc(NC(=O)CCCSc2ccccc2)cc1` in the list: 104, 9, -3, -10, -2, 1, 10, 1.3, 7, -1
`c1ccc(-c2nnc(N3CCCC3)nc2-c2ccccc2)cc1` in the list: 101, 16, -1, 6, -6, -3, 3, 0.8, -2, -1
`CCC(C)N(C(=O)c1csnn1)C(C(=O)NCc1ccc(F)cc1)c1ccccc1F` (configuration not stated) in the list: 93, 4, -4, 0, 4, 4, -4, -3.0, -38, -1

Structures above marked active in ABHD5-PLIN5 inh:
smiles	ABCB6 inh MLPCN	MC4R antag cAMP	m5-HT2A agonist	ABHD5-PLIN5 inh	TLR9-MyD88 inh	NOD2-RIPK2 inh	MC4R ag barr	NCOA2 inhibitor	Glyco luc inh
O=C(c1ccccc1)C(CCC(CN1CCOCC1)C(=O)c1ccccc1)CN1CCOCC1 (configuration not stated)	81	41*	-9	58*	10	30*	-1.2	-4	-19
CCOC(=O)c1c(-c2ccco2)csc1NC(=O)COC(=O)c1cnccn1	97	1	3	25*	5	2	-0.1	-5	0

Only part of the results is shown. The share of hits here may be higher or lower than overall.
